PP5 primary: blocks human protein phosphatase 5 activity | 320,000 tested, 0.18% active | AID 1987 | P53041 | inhibition, % at 6.7 µM | purified PP5c, OMFP substrate fluorescence;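 active = inhibition above the campaign's mean inhibition across all tested compounds plus 3 SD, cut at about 9.5% in these data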;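 note: 0% = DMSO only and 100% = 100 µM cantharidin control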
Target sequence (P53041 whole entry, looked up): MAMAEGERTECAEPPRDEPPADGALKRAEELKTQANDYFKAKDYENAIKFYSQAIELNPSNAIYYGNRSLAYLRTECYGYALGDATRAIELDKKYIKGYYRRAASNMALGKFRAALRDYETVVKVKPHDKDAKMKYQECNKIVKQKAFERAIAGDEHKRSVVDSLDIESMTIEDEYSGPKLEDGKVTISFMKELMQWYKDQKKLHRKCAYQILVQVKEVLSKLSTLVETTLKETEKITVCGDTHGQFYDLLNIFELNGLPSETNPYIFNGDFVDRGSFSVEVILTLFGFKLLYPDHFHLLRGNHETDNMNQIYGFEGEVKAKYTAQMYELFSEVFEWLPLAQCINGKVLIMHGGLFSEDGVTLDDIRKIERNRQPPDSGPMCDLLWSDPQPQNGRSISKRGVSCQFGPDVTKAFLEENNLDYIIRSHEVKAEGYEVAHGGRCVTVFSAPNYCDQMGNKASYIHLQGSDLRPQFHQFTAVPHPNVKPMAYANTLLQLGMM
HCV core dimer: HCV core protein dimerization inhibition | TR-FRET GST/Flag-core106 dimerization, 1536-well | inhibition, % at 5 µM | 300,000 tested, 0.33% active;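 active = inhibition above the mean of all tested compounds plus 3 SD, set per screening campaign, cut at about 45% in these data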
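System: GST-tagged and Flag-tagged HCV core protein residues 1-106 / Input: core106 proteins, GST 13.5 nM and Flag 17 nM / Buffer or medium: KF-containing HEPES buffer, pH 7.45, DTT, CHAPS, BSA / Probe or stimulus: Eu-anti-GST and XL665-anti-Flag labelled anti-tag antibodies / Schedule: 4 h, 22.5 °C incubation / Technique: TR-FRET 671 and 617 nm emission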
proCasp7 act: counter-screen: procaspase-7 (human) activation; P55210; recombinant procaspase-7, Ac-DEVD-pNA absorbance 405 nm; D23A/D198A/D206A triple mutant, cannot self-cleave; scale: DMSO 0, 5 µM enzyme 100; activation, % at 8.5 µM; 330,000 tested, 0.093% active;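 active = percent activation above the screen-wide mean plus 3 SD, cut at about 25% in these data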
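Replicates: singlicate. Assay system: Procaspase-7 triple mutant (PC-7 D3A). Signal: 405 nm absorbance of p-nitroaniline. Times: 1 h preincubation, 2 h reaction. Buffer or medium: Zinc-free HEPES pH 7.4 with 300 mM NaCl, 0.01% Triton X-100. Also added: DEVD-pNA substrate. Benchmarks: DMSO wells as 0%, DMSO with 5 µM added PC-7 as 100%.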
TPT1 inh: C. albicans TPT1 enzyme inhibition. recombinant caTPT1, FP RNA substrate dephosphorylation. inhibition, % at 5 µM. 300,000 tested, 0.81% active;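 active = inhibition above the mean of all tested compounds plus 3 SD, set per screening campaign, cut at about 24% in these data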;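 note: plate controls were DMSO alone for no effect and ferristatin control at 100 nM for full effect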
PP1 inh: PP1-alpha (human) inhibition in PP5 counter-screen; 320,000 tested, 0.9% active; purified PP1alpha, OMFP fluorescence; inhibition, % at 6.7 µM;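 active = inhibition above the mean inhibition of all tested compounds plus 3 SD, computed separately for each screening campaign, cut at about 15% in these data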
AHR act: human AHR activation; 320,000 tested, 2.5% active; AID 2796; AHR-responsive luciferase reporter cells, luminescence; activation, % at 5 µM; in the data active = activation above about 47%;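 note: 0% = vehicle wells and 100% = reference agonist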
Fh CTSL1 inh: counter-screen for PFM18AAP inhibitors: inhibitors of F. hepatica cathepsin L1 | recombinant F. hepatica cathepsin L1, Z-Leu-Arg-MCA fluorescence | inhibition, % at 5.96 µM | 300,000 tested, 0.49% active;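 active = inhibition above the mean of all tested compounds plus 3 SD, set per screening campaign, cut at about 17% in these data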;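 note: 0% = plate median of test compound wells and 100% = 1 µM Z-Phe-Ala-diazomethylketone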
proCasp3 act: procaspase-3 (human) activation. P42574. recombinant procaspase-3 D3A, Ac-DEVD-pNA absorbance 405 nm. activation, % at 8.5 µM. 330,000 tested, 0.11% active. AID 463141;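 active = activation above the mean of all tested compounds plus 3 SD, cut at about 21% in these data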;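 note: 0% = DMSO alone and 100% = DMSO wells spiked with extra 5 µM PC-3 D3A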
Target sequence (P42574 whole entry D9A/D28A/D175A): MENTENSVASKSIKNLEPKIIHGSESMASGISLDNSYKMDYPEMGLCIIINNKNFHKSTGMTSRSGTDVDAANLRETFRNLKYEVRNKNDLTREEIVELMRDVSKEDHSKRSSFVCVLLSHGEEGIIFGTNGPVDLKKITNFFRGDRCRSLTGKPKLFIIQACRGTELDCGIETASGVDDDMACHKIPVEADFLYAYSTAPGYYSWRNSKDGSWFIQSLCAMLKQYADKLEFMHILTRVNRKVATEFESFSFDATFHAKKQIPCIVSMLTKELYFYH
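Test system: Procaspase-3 D3A mutant; medium: Zinc-free HEPES/NaCl buffer with 0.01% Triton X-100 at pH 7.4; reagent: DEVD-pNA substrate; doses: one concentration, 8.5 µM nominal, 0.8% DMSO; times: 1 h preincubation plus 2 h reaction at 25 °C; signal: Epi-absorbance at 405 nm of released p-nitroaniline, 0 and 120 min; replicates: singlicate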
PAFAH2 FP inh: PAFAH2 (human) inhibition; recombinant PAFAH2, FP-rhodamine activity probe, fluorescence polarization; inhibition, % at 3.39 µM; 340,000 tested, 0.99% active;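 active = inhibition above the mean over all tested compounds plus 3 SD, cut at about 30% in these data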;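 note: inhibitors block probe labeling of enzyme so polarization drops; 0% = enzyme with DMSO and 100% = wells lacking PAFAH2 protein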
Numbers without * were called inactive.

Results for COCCn1c(SCC(N)=O)nc2c(c1=O)SC(C)C2 (stereo not drawn) ?
PP5 primary: -1.1; HCV core dimer: -2; proCasp7 act: 2; TPT1 inh: -1; PP1 inh: -5; AHR act: -3; Fh CTSL1 inh: 2; proCasp3 act: 4; PAFAH2 FP inh: 3

How did O=C(Nc1ccccc1)c1cc(-n2cnnc2)ccc1Cl do in these assays?
PP5 primary: 1.1; HCV core dimer: -2; proCasp7 act: -10; TPT1 inh: 3; PP1 inh: 0; AHR act: -2; Fh CTSL1 inh: 3; proCasp3 act: 1; PAFAH2 FP inh: -5

Results for COc1ccccc1-c1sc2ccccc2c1-c1ccc(Br)nc1 ?
PP5 primary: 1.0; proCasp7 act: 1; PP1 inh: 0; AHR act: 15; proCasp3 act: 4; PAFAH2 FP inh: -4

How did CCC1=NN2C(=N)/C(=C\c3ccc(OCCOc4ccc(NC(C)=O)cc4)c(OC)c3)C(=O)N=C2S1 do in these assays?
PP5 primary: 2.0; HCV core dimer: 2; proCasp7 act: 8; TPT1 inh: 5; PP1 inh: -2; AHR act: 3; Fh CTSL1 inh: -2; proCasp3 act: 5; PAFAH2 FP inh: 5

What do the screens show for `CCCS(=O)(=O)N1CCCC(C(=O)NCCN2CCC(Cc3ccccc3)CC2)C1` (stereo not drawn)?
PP5 primary: 1.7; HCV core dimer: -3; proCasp7 act: 3; TPT1 inh: -3; PP1 inh: -5; AHR act: 0; Fh CTSL1 inh: 3; proCasp3 act: 3; PAFAH2 FP inh: 8

Results for CC(/C=C1\SC(=S)N(NC(=O)c2ccc(O)cc2)C1=O)=C\c1ccccc1 ?
PP5 primary: 0.8; HCV core dimer: 22; proCasp7 act: -10; TPT1 inh: 0; PP1 inh: 1; AHR act: 3; Fh CTSL1 inh: 2; proCasp3 act: -16; PAFAH2 FP inh: 4

What do the screens show for `Cc1oc2ccc(O)c(CN(C)C)c2c1C(=O)c1ccccc1`?
PP5 primary: 0.5; HCV core dimer: -9; proCasp7 act: 5; TPT1 inh: 4; PP1 inh: -1; AHR act: 2; Fh CTSL1 inh: -1; proCasp3 act: 5; PAFAH2 FP inh: 2

What do the screens show for `CCOc1ccc(CCNC(=O)c2cccc(S(=O)(=O)N3CCCC3)c2)cc1OCC`?
PP5 primary: -1.5; HCV core dimer: -2; proCasp7 act: 7; TPT1 inh: 0; PP1 inh: -3; AHR act: -1; Fh CTSL1 inh: 2; proCasp3 act: 5; PAFAH2 FP inh: 3

Results for Cc1c(CN(C)C(=O)c2nn(C)cc2[N+](=O)[O-])cnn1C ?
PP5 primary: -1.4; HCV core dimer: -8; proCasp7 act: 5; TPT1 inh: -3; PP1 inh: 0; AHR act: 1; Fh CTSL1 inh: 1; proCasp3 act: 2; PAFAH2 FP inh: -2

Results for COc1cccc(C(=O)Cn2c(N3CCOCC3)nc3c2c(=O)n(C)c(=O)n3C)c1 ?
PP5 primary: 3.4; HCV core dimer: -1; proCasp7 act: -4; TPT1 inh: 1; PP1 inh: 0; AHR act: 2; Fh CTSL1 inh: -2; proCasp3 act: 1; PAFAH2 FP inh: 4

What do the screens show for `Cc1nc(SCC(=O)Nc2cccc(C(=O)O)c2)n[nH]1`?
PP5 primary: -0.4; HCV core dimer: 10; proCasp7 act: 3; TPT1 inh: -2; PP1 inh: -2; AHR act: -1; Fh CTSL1 inh: 0; proCasp3 act: 0; PAFAH2 FP inh: 1

Results for C=CCn1c(SCc2c(C)noc2C)nc2sc3c(c2c1=O)CCC(C)C3 (stereo not drawn) ?
PP5 primary: 0.4; HCV core dimer: 0; proCasp7 act: 4; TPT1 inh: -5; PP1 inh: 4; AHR act: -1; Fh CTSL1 inh: 2; proCasp3 act: -3; PAFAH2 FP inh: -2

Results for Cn1c(C(=O)N2CCN(c3nc4ccccc4s3)CC2)cc2sccc21 ?
PP5 primary: 1.8; HCV core dimer: 2; proCasp7 act: -2; TPT1 inh: -1; PP1 inh: 1; AHR act: 0; Fh CTSL1 inh: -1; proCasp3 act: -1; PAFAH2 FP inh: -7

Results for Cn1c(N)c(S(=O)(=O)N2CCN(c3ccccc3Cl)CC2)c(=O)n(C)c1=O ?
PP5 primary: -0.3; HCV core dimer: 11; proCasp7 act: 8; TPT1 inh: -1; PP1 inh: -6; AHR act: 2; Fh CTSL1 inh: 1; proCasp3 act: 4; PAFAH2 FP inh: -4

Results for O=C1c2ccccc2C(Nc2ccc(S(=O)(=O)N3CCOCC3)cc2)N1c1ccccn1 (stereo not drawn) ?
PP5 primary: 4.7; HCV core dimer: 25; proCasp7 act: -2; TPT1 inh: 1; PP1 inh: 0; AHR act: 1; Fh CTSL1 inh: 0; proCasp3 act: 15; PAFAH2 FP inh: 2

What do the screens show for `Cc1ccc(C2=NN(C(=O)CCCC(=O)O)C(c3ccc4c(c3)OCO4)C2)cc1` (stereo not drawn)?
PP5 primary: -0.7; HCV core dimer: -4; proCasp7 act: -9; TPT1 inh: 5; PP1 inh: 0; AHR act: 2; Fh CTSL1 inh: 7; proCasp3 act: -8; PAFAH2 FP inh: 2

How did O=C(CCNS(=O)(=O)c1cccc2nsnc12)N1CC(=O)N(CCc2ccccc2)C(=O)C1 do in these assays?
PP5 primary: -1.0; HCV core dimer: 5; proCasp7 act: 11; TPT1 inh: 3; PP1 inh: -1; AHR act: 2; Fh CTSL1 inh: -6; proCasp3 act: 24*; PAFAH2 FP inh: -2

Results for CCN(CC)CCCNc1oc(-c2cccc(Cl)c2)nc1C#N ?
PP5 primary: 0.7; HCV core dimer: -5; proCasp7 act: 11; TPT1 inh: 1; PP1 inh: -3; AHR act: 3; Fh CTSL1 inh: 2; proCasp3 act: 5; PAFAH2 FP inh: 1

What do the screens show for `COc1ccc(/C=C(/NC(=O)c2ccc(OC)cc2)C(=O)NCCc2c[nH]c3ccccc23)cc1`?
PP5 primary: 1.2; HCV core dimer: 22; proCasp7 act: 0; TPT1 inh: -6; PP1 inh: 1; AHR act: 4; Fh CTSL1 inh: 5; proCasp3 act: -8; PAFAH2 FP inh: 8

Results for COC(=O)C1(C)CC1(c1ccccc1)c1ccccc1 (stereo not drawn) ?
PP5 primary: 3.9; HCV core dimer: -8; proCasp7 act: -8; TPT1 inh: 0; PP1 inh: -1; AHR act: 0; Fh CTSL1 inh: -6; proCasp3 act: -9; PAFAH2 FP inh: -5

Quoted at random: two compounds from above.
What do the screens show for `COc1ccc(/C=C(/NC(=O)c2ccc(OC)cc2)C(=O)NCCc2c[nH]c3ccccc23)cc1`?
PP5 primary: 1.2; HCV core dimer: 22; proCasp7 act: 0; TPT1 inh: -6; PP1 inh: 1; AHR act: 4; Fh CTSL1 inh: 5; proCasp3 act: -8; PAFAH2 FP inh: 8

Results for C=CCn1c(SCc2c(C)noc2C)nc2sc3c(c2c1=O)CCC(C)C3 (stereo not drawn) ?
PP5 primary: 0.4; HCV core dimer: 0; proCasp7 act: 4; TPT1 inh: -5; PP1 inh: 4; AHR act: -1; Fh CTSL1 inh: 2; proCasp3 act: -3; PAFAH2 FP inh: -2

Remaining list, next part.
What do the screens show for `Cc1ccc(OCC(=O)N/N=C/c2cn[nH]c2-c2ccc(Cl)c(Cl)c2)cc1`?
PP5 primary: 2.4; HCV core dimer: 6; proCasp7 act: -2; TPT1 inh: -1; PP1 inh: 4; AHR act: 47; Fh CTSL1 inh: 6; proCasp3 act: -1; PAFAH2 FP inh: -14

How did CCOC(=O)CNC(=O)CSc1nnc(NC(=O)c2ccc3c(c2)OCO3)s1 do in these assays?
PP5 primary: -0.3; HCV core dimer: 6; proCasp7 act: 1; TPT1 inh: 0; PP1 inh: -2; AHR act: 13; Fh CTSL1 inh: 1; proCasp3 act: -2; PAFAH2 FP inh: 1

How did CN(Cc1c(F)cccc1Cl)C(=O)CNC(=O)c1ccc2c(c1)OCO2 do in these assays?
PP5 primary: 0.1; HCV core dimer: 0; proCasp7 act: -1; TPT1 inh: 1; PP1 inh: -8; AHR act: 22; Fh CTSL1 inh: -4; proCasp3 act: 0; PAFAH2 FP inh: -7

How did COc1ccc(/C=C/c2nnc(NC(C)=O)s2)cc1 do in these assays?
PP5 primary: -0.7; HCV core dimer: -6; proCasp7 act: 1; TPT1 inh: 0; PP1 inh: 0; AHR act: 18; Fh CTSL1 inh: 4; proCasp3 act: -11; PAFAH2 FP inh: -1

Results for COc1ccc(C(=O)NCCNc2ccc([N+](=O)[O-])cc2)cc1 ?
PP5 primary: 1.0; HCV core dimer: -1; proCasp7 act: 6; TPT1 inh: -2; PP1 inh: -2; AHR act: 5; Fh CTSL1 inh: -2; proCasp3 act: 13; PAFAH2 FP inh: 4

What do the screens show for `CC(NC(=O)CCc1c[nH]c2ccccc12)c1ccccc1` (stereo not drawn)?
PP5 primary: 2.3; HCV core dimer: 5; proCasp7 act: -3; TPT1 inh: -3; PP1 inh: -1; AHR act: 7; Fh CTSL1 inh: 3; proCasp3 act: -2; PAFAH2 FP inh: 1

Results for O=C(CNC(=O)N1CC(=O)Nc2ccccc21)Nc1ccccc1 ?
PP5 primary: -2.1; HCV core dimer: -3; proCasp7 act: 0; TPT1 inh: -2; PP1 inh: -1; AHR act: 8; Fh CTSL1 inh: 2; proCasp3 act: 6; PAFAH2 FP inh: 4

Results for NC(=O)c1ccc(NC(=O)c2ccc3c(c2)CCN3S(=O)(=O)c2ccccc2)cc1 ?
PP5 primary: 2.6; HCV core dimer: 11; proCasp7 act: -1; TPT1 inh: -1; PP1 inh: 0; AHR act: 0; Fh CTSL1 inh: -4; proCasp3 act: -3; PAFAH2 FP inh: 3

Results for Cc1ccc(-n2nc(-c3ccc(N)cc3)cc2N)cc1 ?
PP5 primary: 4.0; HCV core dimer: -5; proCasp7 act: -1; TPT1 inh: 0; PP1 inh: -4; AHR act: 8; Fh CTSL1 inh: 1; proCasp3 act: -9; PAFAH2 FP inh: -7

Entries shown so far that have a COOH group, in the order listed:
What do the screens show for `Cc1nc(SCC(=O)Nc2cccc(C(=O)O)c2)n[nH]1`?
PP5 primary: -0.4; HCV core dimer: 10; proCasp7 act: 3; TPT1 inh: -2; PP1 inh: -2; AHR act: -1; Fh CTSL1 inh: 0; proCasp3 act: 0; PAFAH2 FP inh: 1

What do the screens show for `Cc1ccc(C2=NN(C(=O)CCCC(=O)O)C(c3ccc4c(c3)OCO4)C2)cc1` (stereo not drawn)?
PP5 primary: -0.7; HCV core dimer: -4; proCasp7 act: -9; TPT1 inh: 5; PP1 inh: 0; AHR act: 2; Fh CTSL1 inh: 7; proCasp3 act: -8; PAFAH2 FP inh: 2

High-throughput results deposited in PubChem BioAssay by The Scripps Research Institute Molecular Screening Center.

Not a hit list; overall some 5.6% were active at least once.
